# GSK3 alpha inh: human GSK-3 alpha kinase inhibition. P49840. ADP-Glo luminescence, 60 min. 320,000 compounds, 0.1% hits. AID 2650. inhibition, % at 10 µM;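 in the data active = inhibition above about 50%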;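 also: GST-tagged GSK-3 alpha with peptide substrate and 25 µM ATP; 0% = DMSO neutral wells and 100% = GW8510 positive control wells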
# Target sequence (P49840 whole entry, looked up): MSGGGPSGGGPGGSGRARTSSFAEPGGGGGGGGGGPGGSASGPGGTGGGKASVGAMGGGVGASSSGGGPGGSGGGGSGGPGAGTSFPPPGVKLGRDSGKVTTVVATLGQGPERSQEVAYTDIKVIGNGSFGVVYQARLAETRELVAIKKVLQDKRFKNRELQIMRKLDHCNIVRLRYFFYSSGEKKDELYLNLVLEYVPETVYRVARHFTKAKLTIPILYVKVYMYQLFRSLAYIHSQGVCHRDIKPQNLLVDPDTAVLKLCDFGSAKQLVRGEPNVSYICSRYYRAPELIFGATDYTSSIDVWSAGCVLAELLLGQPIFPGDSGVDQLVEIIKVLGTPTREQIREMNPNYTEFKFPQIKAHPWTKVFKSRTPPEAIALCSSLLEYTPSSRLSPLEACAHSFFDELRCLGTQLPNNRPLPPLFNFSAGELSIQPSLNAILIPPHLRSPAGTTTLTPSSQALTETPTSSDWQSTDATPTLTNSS
# The depositor's hits bear a star. Some of the compounds tested, so the mix of outcomes need not match the whole.
SMILES,GSK3 alpha inh
CC(=O)Nc1ccc2c(COC(=O)[C@@H](NS(=O)(=O)c3ccc(C)cc3)C(C)C)cc(=O)oc2c1,-2.2
COc1cc(C(=O)Nc2cc(S(C)(=O)=O)ccc2Cl)ccc1OCC(=O)N1CCOCC1,-0.1
Cc1ccc(C(=O)CCC(=O)OCC(=O)NNC(=O)c2ccc([N+](=O)[O-])cc2)cc1,3.9
CC(C)(CNCc1ccccc1)NS(=O)(=O)c1ccccc1,3.7
CN(C(=O)COC(=O)c1ccccc1SCC(=O)N1CCCC1)C1(C#N)CCCCC1,-0.5
Cc1cccc(OCC(=O)N(Cc2ccco2)c2c(N)n(Cc3ccccc3)c(=O)[nH]c2=O)c1,9.0
Cc1ccc(OCC(=O)N2C(C)CCCC2C)c([N+](=O)[O-])n1 (stereo not drawn),2.0
O=C(OCC(=O)N1CCOCC1)c1ccccc1OCc1ccc(Cl)cc1,-1.5
CCOc1ccccc1NC(=O)COc1cccnc1[N+](=O)[O-],7.2
O=C(c1ccc(F)cc1)N1CCOC(c2nc(-c3ccc(F)cc3)no2)C1 (stereo not drawn),-0.9
O=C(CCNC(=O)c1ccc([N+](=O)[O-])cc1)NNC(=O)c1ccccc1F,-0.1
CCC(C)N1CCC2(CC1)N=c1c(c3c4c5c(C)c(O)c3c(O)c1=NC(=O)C(C)=CC=C[C@H](C)[C@H](O)[C@@H](C)[C@@H](O)[C@@H](C)[C@H](OC(C)=O)[C@H](C)[C@@H](OC)C=CO[C@@](C)(O5)C4=O)N2 (stereo partly drawn),-1.1
O=C(CCc1ccc(S(=O)(=O)N2CCOCC2)cc1)OCC(=O)c1ccccc1F,-3.3
COc1ccc2nc(SCC(=O)N(C)C3CCCCC3)[nH]c2c1,-1.3
CC(NS(=O)(=O)c1ccc(Cl)cc1)C(=O)OCC(=O)c1ccc[nH]1 (stereo not drawn),-0.6
CCN(CC(=O)Nc1ccc(NC(C)=O)cc1)C(=O)/C=C/c1ccc(C)o1,-2.7
CCN(CC(=O)Nc1ccc(OC)cc1)C(=O)Cc1coc2cc(C)c(C)cc12,-1.6
O=C(COC(=O)c1cc(S(=O)(=O)N2CCOCC2)ccc1F)Nc1cc([N+](=O)[O-])ccc1F,-1.8
Cc1ccc(S(=O)(=O)N2CCCCC2)cc1NC(=O)C1CC(=O)N(Cc2ccco2)C1 (stereo not drawn),14.9
Oc1ccccc1-c1cc(-c2ccccc2)n[nH]1,-1.4
CCOC(=O)c1c(C)[nH]c(C(=O)COC(=O)CNS(=O)(=O)c2ccc(C)cc2)c1C,-0.8
CCOC(=O)c1ccc(NS(=O)(=O)c2c(C)n[nH]c2C)cc1,-2.7
Cc1cc(S(=O)(=O)NC(C)c2nnc3ccccn23)ccc1Br (stereo not drawn),-2.1
COc1ccc(Br)cc1/C=C(\C(=O)O)c1ccc(S(=O)(=O)N2CCCC2)s1,-3.0
Cc1c(NS(=O)(=O)c2cccc(C(=O)N3CCC(C)CC3)c2)c(=O)n(-c2ccccc2)n1C,-4.1
O=C(OCc1nnc(-c2ccc([N+](=O)[O-])cc2)o1)C1CC(=O)N(CCc2ccccc2)C1 (stereo not drawn),-8.2
COc1ccc(-c2cc(=O)c3c(O)cc(O)cc3o2)cc1,-0.2
C/C(=N\NC(=O)COc1ccc([N+](=O)[O-])cc1)c1ccco1,-1.6
Cc1ccc(S(=O)(=O)N2CCN(C(=O)COC(=O)c3ccc(Cl)nc3)CC2)c(C)c1,-0.9
CCC(=O)c1ccc(OCC(=O)OCC(=O)N(CCC#N)c2ccc3c(c2)OCCO3)cc1,1.8
COc1cc(NC(=O)C[n+]2ccc(C(=O)c3ccccc3)cc2)cc(OC)c1,3.0
COC(=O)c1c(NC(=O)CN2C(=O)NC3(CCCCC3C)C2=O)sc2c1CCC2 (stereo not drawn),3.0
CCOC(=O)[C@@H]1[C@H]2COc3ccccc3[C@H]2N2C(=O)N(c3cccc(C)c3)C(=O)[C@]12C,1.2
COc1ccccc1C(=O)NC(CCSC)C(=O)NNC(=O)c1ccccc1O (stereo not drawn),-0.2
COCCn1c(N)c(N(Cc2ccccc2)C(=O)c2cc(=O)[nH]c3ccccc23)c(=O)[nH]c1=O,-3.8
CC(OC(=O)c1ccc(NC(N)=O)cc1)C(=O)Nc1ccc2c(c1)OCCO2 (stereo not drawn),-1.6
Cc1ccc2nc(CSc3nc(C)nc4c3oc3ccccc34)[nH]c2c1,-3.1
CC(=O)C(Cc1ccccc1)NC(=O)COC(=O)c1ccc(-n2cnnn2)cc1 (stereo not drawn),-3.7
O=C1C[C@@H]2c3c(cccc3CN1Cc1ccc(F)cc1)C[C@@H](O)[C@H]2O,-1.8
COc1ccc(OCCNC(=O)c2cc(C3CC3)nc3c2cnn3C(C)C)cc1,-2.5
CC(=O)Nc1ccc(NC(=O)C(C)OC(=O)c2ccc3ccccc3n2)cc1 (stereo not drawn),-3.1
C#CCOCCOCCOCCNc1nc(N2CCN(C(=O)[C@H]([C@@H](C)O)n3cc(CCCCN)nn3)CC2)nc(N2CCN(C(=O)[C@H]([C@@H](C)CC)n3cc(CCCCN)nn3)CC2)n1,3.0
COc1ccc(C2CC(c3ccccc3)=NN2C(=O)COC(=O)c2cccc(O)c2)cc1 (stereo not drawn),-0.7
CCCCn1c(N)c(N(CCOC)C(=O)CSc2ccc([N+](=O)[O-])cc2)c(=O)[nH]c1=O,0.7
Cc1ccc(NC(=O)CN(C)C(=O)C(Sc2ccccc2)c2ccccc2)cc1 (stereo not drawn),-0.9
O=C(Nc1ccc(N2CCCCCC2)cc1)c1cccc(S(=O)(=O)N2CCOCC2)c1,22.2
Nn1c(COc2cccc(Br)c2)nnc1SCC(=O)NCC1CCCO1 (stereo not drawn),-3.3
Cc1ccc(S(=O)(=O)N2CCCCC2)cc1NC(=O)COc1ccccc1,8.9
CC(C)COc1ccc(C(=O)Nc2cc(S(=O)(=O)N3CCOCC3)ccc2N2CCCC2)cc1,-4.5
CCOc1ccccc1OCC(=O)NN=C1CCCC(=O)C1,-0.7
# Next compounds.
SMILES,GSK3 alpha inh
O=C(COC(=O)c1ccc([N+](=O)[O-])s1)NNC(=O)c1ccccc1,-1.2
COc1cc(OC)cc(C(=O)NCC(=O)OC2CCCCC2=O)c1 (stereo not drawn),-1.6
CC(Sc1nnnn1C1CCCC1)C(=O)Nc1cccc(S(=O)(=O)N2CCOCC2)c1 (stereo not drawn),-1.4
CC12CCC(=O)N1C(C(=O)NNC(=O)COc1ccccc1Cl)CS2 (stereo not drawn),-2.4
COc1ccccc1C(=O)NCCC(=O)NCC1CCCCC1,1.2
CC1CCN(C(=O)c2[nH]cnc2C(=O)Nc2nccs2)CC1,-2.8
O=C(c1ccncc1)N1CCN(S(=O)(=O)c2cccc(C(F)(F)F)c2)CC1,1.2
COc1ccc(NC(=O)Cn2ccc(C(F)(F)F)n2)cc1S(=O)(=O)N1CCOCC1,3.7
CC[C@]12c3[nH]c4ccccc4c3CCN1C(=O)C(CC(=O)NCCC1=CCCCC1)C[C@@H]2C(=O)N1CCN(C(=O)C2CC2)CC1 (stereo partly drawn),-0.2
O=C(CSc1nnc(COc2ccccc2Cl)o1)Nc1ccccc1,-2.8

# Overlap with the part before: two compounds, followed by the next part.
SMILES,GSK3 alpha inh
CC[C@]12c3[nH]c4ccccc4c3CCN1C(=O)C(CC(=O)NCCC1=CCCCC1)C[C@@H]2C(=O)N1CCN(C(=O)C2CC2)CC1 (stereo partly drawn),-0.2
O=C(CSc1nnc(COc2ccccc2Cl)o1)Nc1ccccc1,-2.8
CCN(C[C@H]1N[C@@](CC)(C(=O)OC)[C@H]2C(=O)N(C)C(=O)[C@@H]12)S(=O)(=O)c1ccc(OC)cc1,-2.5
O=C(COC(=O)c1ccncc1)Nc1cccc2ccccc12,-3.4
COc1cccc(NC(=O)COC(=O)CCC(=O)c2cccs2)c1,-4.9
Cc1cccc(NC(=O)CN(C)C(=O)C2CC2)c1C,-0.8
COc1ccc(S(=O)(=O)N2CCOCC2)cc1NC(=O)COc1ccc2c(C)cc(=O)oc2c1,-2.6
COc1ccc(C(=O)OCC(=O)NCc2cccs2)c(OC)c1OC,1.4
C[S+](CC[C@H](N)C(=O)O)C[C@H]1O[C@@H](n2cnc3c(N)ncnc32)[C@H](O)[C@@H]1O (stereo partly drawn),3.5
COC(=O)C1CCN(C(=O)COC(=O)/C=C/c2ccc(O)c(OC)c2)CC1,0.2
CC(C)N(C(=S)Nc1ccc(S(=O)(=O)N2CCOCC2)cc1)c1ccccc1,-4.7
Cc1ccc(C(=O)OCC(=O)NC(C)c2ccccc2)cc1C (stereo not drawn),-0.3
O=C(CSc1cccc(C(F)(F)F)c1)Nc1ccc(N2CCOCC2)cc1,-4.7
CN(CC(=O)Nc1cccc(F)c1)C(=O)c1cn2ccccc2n1,-1.7
CN(CC(=O)Nc1ccc(Cl)c(C(F)(F)F)c1)C(=O)C1CCCO1 (stereo not drawn),5.5
COc1ccc(CCNC(=O)COC(=O)CCC(=O)c2cccs2)cc1OC,5.1
CC(C)N1CCN(c2ccc(OC[C@H]3CO[C@](Cn4cncn4)(c4ccc(Cl)cc4Cl)O3)cc2)CC1,-4.8
CC(C)N(C(=O)CN1CCN(C(=O)C2COc3ccccc3O2)CC1)C(C)C (stereo not drawn),-4.4
Cc1nc(SCC(=O)N2CCNC2=O)c2ccccc2n1,-2.3
O=C(COc1cccc(C(F)(F)F)c1)NNC(=O)c1ccc(=O)[nH]c1,-7.0
CCOCc1c(C(=O)NCc2ccccc2CN2CCCC2)oc2ccccc12,0.5
CNC[C@@H]1Oc2ccc(NS(=O)(=O)c3ccc(Cl)cc3)cc2C(=O)N([C@H](C)CO)C[C@@H]1C,-0.1

# Part of the list above, tab-delimited.
Molecule	GSK3 alpha inh
CC[C@]12c3[nH]c4ccccc4c3CCN1C(=O)C(CC(=O)NCCC1=CCCCC1)C[C@@H]2C(=O)N1CCN(C(=O)C2CC2)CC1 (stereo partly drawn)	-0.2
O=C(CSc1nnc(COc2ccccc2Cl)o1)Nc1ccccc1	-2.8
CCN(C[C@H]1N[C@@](CC)(C(=O)OC)[C@H]2C(=O)N(C)C(=O)[C@@H]12)S(=O)(=O)c1ccc(OC)cc1	-2.5
O=C(COC(=O)c1ccncc1)Nc1cccc2ccccc12	-3.4
COc1cccc(NC(=O)COC(=O)CCC(=O)c2cccs2)c1	-4.9
Cc1cccc(NC(=O)CN(C)C(=O)C2CC2)c1C	-0.8
COc1ccc(S(=O)(=O)N2CCOCC2)cc1NC(=O)COc1ccc2c(C)cc(=O)oc2c1	-2.6
COc1ccc(C(=O)OCC(=O)NCc2cccs2)c(OC)c1OC	1.4
C[S+](CC[C@H](N)C(=O)O)C[C@H]1O[C@@H](n2cnc3c(N)ncnc32)[C@H](O)[C@@H]1O (stereo partly drawn)	3.5
COC(=O)C1CCN(C(=O)COC(=O)/C=C/c2ccc(O)c(OC)c2)CC1	0.2
CC(C)N(C(=S)Nc1ccc(S(=O)(=O)N2CCOCC2)cc1)c1ccccc1	-4.7
Cc1ccc(C(=O)OCC(=O)NC(C)c2ccccc2)cc1C (stereo not drawn)	-0.3
O=C(CSc1cccc(C(F)(F)F)c1)Nc1ccc(N2CCOCC2)cc1	-4.7
CN(CC(=O)Nc1cccc(F)c1)C(=O)c1cn2ccccc2n1	-1.7
CN(CC(=O)Nc1ccc(Cl)c(C(F)(F)F)c1)C(=O)C1CCCO1 (stereo not drawn)	5.5
COc1ccc(CCNC(=O)COC(=O)CCC(=O)c2cccs2)cc1OC	5.1

# Next structures:
SMILES,GSK3 alpha inh
CCC(CO)Oc1cc(NC(=O)c2ccccc2F)c2ncn(C(C)C)c2c1 (stereo not drawn),2.0
Cc1ccc(NC(=O)c2cccc(-n3cnnn3)c2)cc1Cl,5.7
CC(C)C(NC(=O)c1c(F)cccc1F)C(=O)N1CCN(S(=O)(=O)/C=C/c2ccccc2)CC1 (stereo not drawn),-4.7
CCCCn1nc(C(=O)Nc2ccc3c(c2)OCO3)c2ccccc2c1=O,0.9
COC(=O)[C@]1(CC(C)C)N[C@H](c2ccc(-c3ccc(C(C)=O)cc3)cc2)[C@@H]2C(=O)N(C)C(=O)[C@@H]21,-1.8
CC(=O)c1ccc(NC(=O)CN2c3cccc4cccc(c34)S2(=O)=O)cc1,-0.3
CC1CC(C)CN(S(=O)(=O)c2ccc(NC(=O)[C@@H]3CCCN3C(=O)c3cccs3)cc2)C1 (stereo partly drawn),11.5
CC(=O)NC(c1ccco1)c1cc(Cl)c2ccc(Cl)nc2c1O (stereo not drawn),0.3
COCCN(CC(=O)Nc1cccc(C)c1C)C(=O)c1oc2ccccc2c1C,-0.6
O=C(NCC(O)c1ccc([N+](=O)[O-])cc1)C1=COCCO1 (stereo not drawn),-0.6
O=C(COC(=O)c1cc(Br)ccc1O)c1ccc(F)cc1,2.8
O=C(COC(=O)CCSc1ccccc1)Nc1ccccc1Br,0.0
CCN(C(=O)COC(=O)C1CC1)c1c(N)n(Cc2ccccc2)c(=O)[nH]c1=O,-1.2
CN(C)CCCNC(=O)CC1C[C@H](C(=O)N2CCCCC2)[C@@]2(CCc3ccccc3)c3[nH]c4ccccc4c3CCN2C1=O (stereo partly drawn),1.6
Cc1ccc(S(=O)(=O)N2CCOCC2)cc1NC(=O)COC(=O)c1ccc(Cl)nc1,-2.9
Cc1cccc(CNc2ncnc3ccc(-c4ccc5c(c4)OCCO5)cc23)c1,-2.6
CCN(c1ccccc1)S(=O)(=O)c1cc(NC(=O)CN2CCN(C)CC2)ccc1Cl,-0.3
Cc1ccc(S(=O)(=O)NCC(=O)OCC(=O)N2C(C)CCCC2C)cc1 (stereo not drawn),-3.6
CC1CCC(NC(=O)C2CC(O)CN2S(=O)(=O)c2ccc([N+](=O)[O-])cc2)CC1 (stereo not drawn),-1.3
COc1cc(OC)cc(-c2c(-c3cccs3)c3cc(Br)ccc3n2C)c1,-0.1
N#Cc1ccccc1OCC(=O)OCC(=O)Nc1ccc2c(c1)OCO2,-0.8
Cc1cc(C)c2nc(NC(=O)C3CSC4(C)CCC(=O)N34)sc2c1 (stereo not drawn),2.0
CC(C)N(Cc1ccccc1)C(=O)COC(=O)c1cc[n+]([O-])cc1,1.2
COc1ccc(NC(=O)CCC(=O)c2ccc(Cl)cc2)cn1,-1.4
COC(=O)c1ccccc1NC(=O)CNc1ccc(F)c(S(=O)(=O)N2CCOCC2)c1,0.4
CC1(C)C(=O)Nc2ccccc2N1C(=O)COC(=O)Cc1ccc(Cl)c(Cl)c1,-3.6
CC(NC(=O)c1ccco1)C(=O)N1CCN(S(=O)(=O)c2ccccc2C#N)CC1 (stereo not drawn),-2.4
CCCCn1nc(C(=O)N(C)CC(=O)Nc2ccc(F)c(F)c2F)ccc1=O,3.2
